BLM helicase inh – blocks DNA unwinding by human BLM helicase. P54132. recombinant BLM DNA unwinding, fluorescence dequenching. Potency, µM (series often up to 56.1 µM), for the others: at the highest dose activity change, negative = inhibition, hits mostly inhibitors. hit rate 0.2% among 350,000;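 also: potency is read from the fitted curve at half-maximal effect; plate controls were vehicle for no effect and no enzyme for full effect; nearly all actives have a fitted effect of over 35% in size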
POLI inh – blocks human DNA polymerase iota activity; hit rate 1% among 390,000; AID 588590; Potency, µM (titrated, usually from 115 µM), without a hit: at the highest dose activity, negative = inhibition, usual class: inhibitors; Pol iota fluorescent replication assay, 10 min; also: potency is read from the fitted curve at half-maximal effect
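Fluorescent replication assay read twice, at 0 min and 10 min after adding 50 nM (final) substrate. Enzyme (10 nM) and compounds were first incubated 15 min at room temperature; enzyme-free buffer wells were negative controls.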
POLH inh – DNA polymerase eta (human) inhibition. recombinant Pol eta, fluorescent DNA replication assay. hit rate 1.2% among 390,000. AID 588591. Q9Y253. Potency, µM (titrated, usually from 114 µM), for the others: top-dose activity change, negative = inhibition, actives largely listed as inhibitors; also: potency is read from the fitted curve at half-maximal effect; % is scaled to controls: 0 for no effect and ±100 for the full control effect
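Pol eta (10 nM) was preincubated with compounds for 15 min at room temperature, after which fluorescent replication substrate (50 nM final) was added to start the reaction. Fluorescence was read kinetically at 0 and 10 min.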
Anesthetic bind – binds horse apoferritin like a general anesthetic. apoferritin/1-aminoanthracene competitive binding, fluorescence. AID 485281. hit rate 0.074% among 350,000. Potency, µM (top dose mostly 77.5 µM), for the others: at the top dose activity change, negative = displacement, most hits filed as inhibitors; also: potency is read from the fitted curve at half-maximal effect; % is scaled to controls: 0 for no effect and ±100 for the full control effect; nearly all actives have a fitted effect of over 20% in size
Target sequence (P02791 2-175 limits assumed): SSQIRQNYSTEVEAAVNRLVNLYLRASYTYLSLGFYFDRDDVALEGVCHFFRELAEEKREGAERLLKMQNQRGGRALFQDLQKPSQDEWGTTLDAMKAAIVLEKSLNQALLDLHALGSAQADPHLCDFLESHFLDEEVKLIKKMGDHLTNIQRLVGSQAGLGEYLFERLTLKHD
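Apoferritin-based anesthetic binding model; compound displacement of fluorescent 1-AMA measured as endpoint fluorescence after 10 minutes at room temperature, scaled to free-ligand and complex controls.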
LDHA inh – inhibitors of human lactate dehydrogenase A | P00338 | purified LDHA, NADH/diaphorase-resazurin fluorescence; hits give low values | hit rate 0.15% among 480,000 | activity change, % (values are at about 110 or 230 µM) | AID 1347041; in the data active = activity change below about -30%; inconclusive = mostly about -25% to -30%;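 also: plate controls were DMSO wells for no effect and wells without enzyme for full effect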
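Remaining NADH was detected by diaphorase (0.133 mg/mL) converting 37 µM resazurin to fluorescent resorufin, read at 0 and 20 minutes. The preceding 5-minute room-temperature reaction used 2 nM LDHA, 0.2 mM sodium pyruvate and 0.06 mM NADH at pH 7.4.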
POLK inh – inhibitors of human DNA polymerase kappa; purified Pol kappa, fluorescent DNA synthesis assay, 10 min; Potency, µM (series often up to 107 µM), for the others: at the top dose activity, negative = inhibition, most hits filed as inhibitors; hit rate 0.53% among 400,000; AID 588579; also: potency is read from the fitted curve at half-maximal effect; % is scaled to controls: 0 for no effect and ±100 for the full control effect
Target sequence (Q9UBT6 whole entry, looked up): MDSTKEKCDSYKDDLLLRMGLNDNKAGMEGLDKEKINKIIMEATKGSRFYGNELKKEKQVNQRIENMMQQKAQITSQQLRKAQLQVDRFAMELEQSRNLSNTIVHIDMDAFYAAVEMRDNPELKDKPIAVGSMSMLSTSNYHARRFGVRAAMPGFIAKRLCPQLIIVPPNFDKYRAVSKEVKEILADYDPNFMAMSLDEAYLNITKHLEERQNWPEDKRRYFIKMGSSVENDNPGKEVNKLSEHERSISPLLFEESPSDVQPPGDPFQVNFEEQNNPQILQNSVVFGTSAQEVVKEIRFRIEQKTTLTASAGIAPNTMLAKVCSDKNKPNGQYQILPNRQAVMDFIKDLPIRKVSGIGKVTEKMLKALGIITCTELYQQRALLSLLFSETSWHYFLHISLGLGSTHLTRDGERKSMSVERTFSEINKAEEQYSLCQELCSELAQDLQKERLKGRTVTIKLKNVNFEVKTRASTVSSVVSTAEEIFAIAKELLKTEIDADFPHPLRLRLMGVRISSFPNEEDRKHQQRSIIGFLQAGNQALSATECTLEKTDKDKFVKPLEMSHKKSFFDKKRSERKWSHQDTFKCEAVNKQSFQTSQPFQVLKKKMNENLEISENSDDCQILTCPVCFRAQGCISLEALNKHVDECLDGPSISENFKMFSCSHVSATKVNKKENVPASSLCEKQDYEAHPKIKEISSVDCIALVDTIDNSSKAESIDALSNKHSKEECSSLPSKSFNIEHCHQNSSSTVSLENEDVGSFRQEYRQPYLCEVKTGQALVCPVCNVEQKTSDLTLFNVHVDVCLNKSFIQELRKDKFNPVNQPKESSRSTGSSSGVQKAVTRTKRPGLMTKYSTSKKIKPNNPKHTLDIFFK
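10 nM Pol kappa was preincubated with compounds for 15 min at room temperature. Reaction started with 50 nM (final) substrate. Fluorescence read kinetically at 0 and 10 min.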
Pol beta inh – blocks human DNA polymerase beta activity; hit rate 1.3% among 340,000; Pol beta primer extension/strand displacement, fluorescence kinetic; AID 485314; Potency, µM (top dose mostly 114 µM), for inactives: top-dose activity change, negative = inhibition, usual class: inhibitors; P06746; also: potency is read from the fitted curve at half-maximal effect; % is scaled to controls: 0 for no effect and ±100 for the full control effect
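Reaction started by 50 nM substrate onto compound-treated Pol beta (10 nM, 15 min preincubation, room temperature); plates read at 0 min and 10 min. Normalized concentration-effect data fitted by four-parameter Hill equation.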
APE1 inh – inhibitors of human APE1 endonuclease; Potency, µM (series often up to 65.8 µM), inactives show at the top dose activity change, negative = inhibition, actives largely listed as inhibitors; AID 2517; hit rate 0.35% among 350,000; recombinant APE1, TAMRA/BHQ-2 abasic DNA cleavage fluorescence;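 also: potency is read from the fitted curve at half-maximal effect; plate controls were vehicle for no effect and reference inhibitor for full effect; nearly all actives have a fitted effect of over 55% in size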
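Step 1: APE1 (0.75 nM) with compound, 15 min RT. Step 2: add 50 nM fluorophore/quencher THF duplex. Step 3: three fluorescence reads 60 s apart (525/598 nm); read 3 minus read 1 = reaction progress.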
GRP78 ERSR act – inducers of ER stress response in human glioma cells; U87-MG GRP78 promoter luciferase reporter, 16 h; Potency, µM, for the others: at the top dose activation, hits mostly activators; hit rate 0.02% among 420,000; AID 602332; also: potency is read from the fitted curve at half-maximal effect; series mostly up to about 76 µM; % of control where 0% means no effect; nearly all actives have a fitted effect of over 35% in size
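Stably transfected U87-MG glioma cells carrying a GRP78-based luciferase sensor; 16 h compound incubation. Luminescence end-point read 10 min after Bright-Glo addition at room temperature.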
Numbers without * were called inactive; & = joins results of further samples; [ ] = dose if it differs, or a comment. Unless noted, calls follow the shape of the dose curve; as a rule, active = well fitted curve in the direction sought with a large enough effect; inconclusive = small, poorly fitted or top-dose-only effect, or another doubt; inactive = no such curve, though single readings can be large; an effect the other way counts as inactive or inconclusive.

Cc1ccc(-c2n[nH]c(=S)n2/N=C/c2ccc(C)s2)cc1 was read as BLM helicase inh -5%, POLI inh 4%, POLH inh -8%, Anesthetic bind -19%, LDHA inh -7, POLK inh -7%, Pol beta inh -18%, APE1 inh 5% and GRP78 ERSR act 5%.
Screening O=C1CCCc2c1sc1nc3n(c(=O)c21)CCCCC3 returned BLM helicase inh -7%, POLI inh 15%, POLH inh -12%, Anesthetic bind -8%, LDHA inh 3, POLK inh 0%, Pol beta inh 29%, APE1 inh 12% and GRP78 ERSR act 0%.
C=C[C@@H]1[C@@H](C)[C@H](C)C(=O)C([C@H](O)C(C)C)[C@@H]1C (some centres not stated) was read as BLM helicase inh 0%, POLI inh -29%, Anesthetic bind -1%, POLK inh 8%, APE1 inh 1% and GRP78 ERSR act -3%.
For O=C(Nc1cccc(Cl)c1Cl)c1cc(S(=O)(=O)NCc2ccc3c(c2)OCO3)ccc1F the results were BLM helicase inh 3%, POLI inh 3%, POLH inh 3%, Anesthetic bind 0%, LDHA inh -3, POLK inh -5%[60.1 µM], Pol beta inh inconclusive and GRP78 ERSR act -4%.
`O=C(NCc1ccco1)c1cnccn1` gave BLM helicase inh 3%, POLI inh inconclusive, POLH inh inconclusive, Anesthetic bind -9%, LDHA inh -2, POLK inh -2%, Pol beta inh -17%, APE1 inh -12% and GRP78 ERSR act -3%.
`COc1ccc(/C=C(/C(=O)Nc2ccccc2C(=O)NC(C)C)c2ccccc2)cc1` gave BLM helicase inh -12%, POLI inh inconclusive, POLH inh -17%, Anesthetic bind -19%, LDHA inh -3, POLK inh -18%, Pol beta inh inconclusive, APE1 inh -3% and GRP78 ERSR act -2%.
For Fc1ccccc1/C=C1\CCCC2=C1Nc1ncnn1C2c1ccccc1F (configuration not stated) the results were BLM helicase inh -14%, Anesthetic bind inconclusive, Pol beta inh 0% and APE1 inh 0%.
Screening O=C(c1ccc(F)cc1)c1c[nH]c(C(=O)NCc2cccnc2)c1 returned BLM helicase inh 0%, POLI inh 4%, POLH inh -15%, Anesthetic bind 3%, LDHA inh 0, POLK inh 0%, Pol beta inh 2%, APE1 inh -5% and GRP78 ERSR act -5%.
Screening CC(=O)C1=C(C)NC2=C(C(=O)c3ccccc32)C1c1ccccc1 (configuration not stated) returned BLM helicase inh -10%, POLI inh 5%, POLH inh -7%, Anesthetic bind inconclusive, LDHA inh -5, POLK inh -2%, Pol beta inh inconclusive, APE1 inh -8% and GRP78 ERSR act -2%.
For CCCCCSc1nnc2c(n1)OC(c1cccn1C)N(C(C)=O)c1ccccc1-2 (configuration not stated) the results were BLM helicase inh -3%, POLI inh 64%[activator], POLH inh -20%, Anesthetic bind -20%, LDHA inh -1, POLK inh -3%, Pol beta inh 26%, APE1 inh 15% and GRP78 ERSR act -1%.
Screening CN(C)c1ccc(C(=S)N2CCCCC2)cc1 returned BLM helicase inh -2%, POLI inh -3%, POLH inh -2%, Anesthetic bind inconclusive, LDHA inh -10, POLK inh -2%, Pol beta inh 14%, APE1 inh -1% and GRP78 ERSR act 5%.
For O=c1cc(-c2ccc(C(F)(F)F)cc2)oc2ccccc12 the results were POLI inh 30%, POLH inh -20%, LDHA inh -10, POLK inh -6%, APE1 inh -17% and GRP78 ERSR act 2%.
CC1CCc2c(sc3ncnc(SC(C)C(=O)NCC4CCCO4)c23)C1 (configuration not stated) was read as POLI inh 30%[activator], POLH inh -6%, LDHA inh -3, POLK inh -12%, APE1 inh 2% and GRP78 ERSR act 1%.
For CCN(Cc1ccccc1)C(=O)CCCOc1ccccc1 the results were BLM helicase inh -3%, POLI inh 13%, POLH inh -11%, Anesthetic bind inconclusive, LDHA inh 1, POLK inh 0%, Pol beta inh 36%, APE1 inh 8% and GRP78 ERSR act 9%.
Screening CCSc1nnc(NC(=O)[C@@H](NC(=O)c2cccc(C)c2)C(C)C)s1 returned BLM helicase inh 2%, POLI inh -6%, POLH inh -14%, Anesthetic bind inconclusive, LDHA inh 0, POLK inh 5%, Pol beta inh 14%, APE1 inh 6% and GRP78 ERSR act -2%.

Five consecutive compounds already listed:
Cc1ccc(-c2n[nH]c(=S)n2/N=C/c2ccc(C)s2)cc1 was read as BLM helicase inh -5%, POLI inh 4%, POLH inh -8%, Anesthetic bind -19%, LDHA inh -7, POLK inh -7%, Pol beta inh -18%, APE1 inh 5% and GRP78 ERSR act 5%.
Screening O=C1CCCc2c1sc1nc3n(c(=O)c21)CCCCC3 returned BLM helicase inh -7%, POLI inh 15%, POLH inh -12%, Anesthetic bind -8%, LDHA inh 3, POLK inh 0%, Pol beta inh 29%, APE1 inh 12% and GRP78 ERSR act 0%.
C=C[C@@H]1[C@@H](C)[C@H](C)C(=O)C([C@H](O)C(C)C)[C@@H]1C (some centres not stated) was read as BLM helicase inh 0%, POLI inh -29%, Anesthetic bind -1%, POLK inh 8%, APE1 inh 1% and GRP78 ERSR act -3%.
For O=C(Nc1cccc(Cl)c1Cl)c1cc(S(=O)(=O)NCc2ccc3c(c2)OCO3)ccc1F the results were BLM helicase inh 3%, POLI inh 3%, POLH inh 3%, Anesthetic bind 0%, LDHA inh -3, POLK inh -5%[60.1 µM], Pol beta inh inconclusive and GRP78 ERSR act -4%.
`O=C(NCc1ccco1)c1cnccn1` gave BLM helicase inh 3%, POLI inh inconclusive, POLH inh inconclusive, Anesthetic bind -9%, LDHA inh -2, POLK inh -2%, Pol beta inh -17%, APE1 inh -12% and GRP78 ERSR act -3%.

The list goes on:
For CCOC(=O)c1sc2nc(SC)nc(-c3ccccc3)c2c1N the results were BLM helicase inh -1%, POLI inh 21%, POLH inh 1%, Anesthetic bind -7%, LDHA inh -8, POLK inh -3%, Pol beta inh 1%, APE1 inh 2% and GRP78 ERSR act 3%.
COc1ccc(Cl)cc1NC(=O)CCN1C(=O)NC(C)(C)C1=O was read as POLI inh 21%, POLH inh -15%, LDHA inh -3, POLK inh 13%, APE1 inh 15% and GRP78 ERSR act -3%.
`O=C(O)C1CCCN(CCC=C(c2ccccc2)c2ccccc2)C1` (configuration not stated) gave POLI inh -11%[58.9 µM], POLH inh 1%[57.1 µM], LDHA inh -7, POLK inh 7%[60.1 µM], Pol beta inh -8%[57.1 µM], APE1 inh 2%&1% and GRP78 ERSR act -2%&-3%&-2%&-2%.
CCC(=O)Nc1c2c(nn1-c1ccc(C)cc1)CS(=O)(=O)C2 was read as BLM helicase inh 2%, POLI inh 19%, POLH inh -4%, Anesthetic bind -4%, LDHA inh -5, POLK inh 0%, Pol beta inh inconclusive, APE1 inh 37% and GRP78 ERSR act -4%.
`CC[C@@]1(C(=O)OC)N[C@H](CN(C)C(=O)c2ccccc2)[C@@H]2C(=O)N(Cc3ccccc3)C(=O)[C@@H]21` gave POLI inh -3%, POLH inh -23%, LDHA inh -4, POLK inh 4%, APE1 inh 6% and GRP78 ERSR act -5%.
Cc1nc2ccc([N+](=O)[O-])cc2c(=O)n1Cc1ccc(Cl)cc1 was read as BLM helicase inh 1%, POLI inh 9%, POLH inh -22%, Anesthetic bind -14%, LDHA inh -3, POLK inh 3%, Pol beta inh -19%, APE1 inh 0% and GRP78 ERSR act -1%.
Screening S=c1[nH]nc(-c2cc3ccccc3o2)n1Cc1ccccc1 returned BLM helicase inh -1%, POLI inh inconclusive, POLH inh -14%, Anesthetic bind -9%, LDHA inh -4, POLK inh -22%, Pol beta inh -1%, APE1 inh 1% and GRP78 ERSR act 9%.
Screening CC1CN(CCCCOc2ccc3ccccc3c2)CC(C)O1 (configuration not stated) returned BLM helicase inh 5%, POLI inh 0%, POLH inh -13%, Anesthetic bind -7%, LDHA inh -16, POLK inh -23%, Pol beta inh 15%, APE1 inh 23% and GRP78 ERSR act 3%.
Screening O=C(O)c1ccc(N=NN2CCOCC2)cc1 returned BLM helicase inh 4%, POLI inh 23%, POLH inh 1%, Anesthetic bind 4%, LDHA inh -3, POLK inh -11%, Pol beta inh 2%, APE1 inh -1% and GRP78 ERSR act -3%.
Screening O=C(c1ccc(CSc2ccccc2)cc1)N1CCCCCC1 returned BLM helicase inh 1%, POLI inh 11%, POLH inh -4%, Anesthetic bind inconclusive, LDHA inh -6, POLK inh -7%, Pol beta inh 10%, APE1 inh 12% and GRP78 ERSR act 5%.
Screening COc1ccc(C(CNC(=O)CNC(=O)c2ccccc2)N2CCCC2)cc1 (configuration not stated) returned POLI inh -15%, POLH inh -10%, LDHA inh -3, POLK inh -6%, APE1 inh 4% and GRP78 ERSR act -1%.
`Cc1ccc(Cn2cc(CCC(=O)NC3CCCCC3)c3ccccc32)cc1` gave BLM helicase inh -1%, POLI inh 30%[activator], POLH inh -21%, Anesthetic bind 0%, LDHA inh -5, POLK inh -3%, Pol beta inh 18% and GRP78 ERSR act 2%.
COc1ccccc1/C=C1\SC(=O)N(CCC(=O)NCCCn2ccnc2)C1=O was read as BLM helicase inh 4%, POLI inh 6%, POLH inh 8%, Anesthetic bind -16%, LDHA inh -11, POLK inh -3%, Pol beta inh 27%, APE1 inh 0% and GRP78 ERSR act -12%.
`COc1ccc(N(C(=O)COc2ccccc2OC)S(=O)(=O)c2ccc(Cl)cc2)cc1` gave BLM helicase inh -5%, POLI inh 0%, POLH inh -5%, Anesthetic bind 1%, LDHA inh -2, POLK inh -6%, Pol beta inh -26% and GRP78 ERSR act -3%.
Cc1ccc(-n2c(SCC(=O)NCc3ccco3)nc3sc(C)c(C)c3c2=O)cc1 was read as BLM helicase inh -3%, POLI inh -5%, POLH inh 2%, Anesthetic bind 2%, LDHA inh -1, POLK inh -21%, Pol beta inh 1%, APE1 inh 12% and GRP78 ERSR act -1%.
Screening O=C(Nc1ccccc1N1CCOCC1)c1ccc2c(c1)OCCO2 returned BLM helicase inh 3%, POLI inh 31%[activator], POLH inh -9%, Anesthetic bind -2%, LDHA inh -7, POLK inh -14%, Pol beta inh -1%, APE1 inh 6% and GRP78 ERSR act 0%.

From PubChem

An excerpt. The share of hits here may be higher or lower than overall.
